HP1b binding inh: HP1-beta chromodomain-methylated histone interaction inhibition | 390,000 compounds, 0.56% hits | Potency, µM (titrated, usually from 114 µM), for the others: top-dose activity change, negative = inhibition, hits mostly inhibitors | AlphaScreen HP1-beta / biotin-H3K9me3 peptide binding; further: potency means the concentration at half of the fitted maximal effect; nearly all actives have a fitted effect of over 70% in size; inactives centre near 23
Target sequence (P83916 whole entry, looked up): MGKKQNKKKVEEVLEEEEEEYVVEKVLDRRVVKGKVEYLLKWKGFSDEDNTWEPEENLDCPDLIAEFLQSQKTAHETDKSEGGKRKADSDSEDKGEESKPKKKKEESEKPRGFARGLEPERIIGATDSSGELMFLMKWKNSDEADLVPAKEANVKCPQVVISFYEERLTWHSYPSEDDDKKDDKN
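HP1-beta protein (50 nM final) preincubated 30 min at room temperature with biotinylated H3(1-18)K9me3 peptide (50 nM) in PBS pH 7.4, 0.01% Tween-20, then compound added for 30 min. AlphaScreen streptavidin donor/nickel chelate acceptor beads (10 ug/mL final), 30 min dark, luminescence read.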
JMJD2A Tudor: JMJD2A Tudor domain (human) inhibition | O75164 | AlphaScreen JMJD2A-Tudor / H3K4me3 peptide binding | Potency, µM (titrated, usually from 114 µM), without a hit: at the highest dose activity change, negative = inhibition, actives largely listed as inhibitors | 390,000 compounds, 4.4% hits | AID 504339; further: potency means the concentration at half of the fitted maximal effect; on the % scale 0 is the no-effect control and ±100 the full control effect; nearly all actives have a fitted effect of over 50% in size
PGK inhibitor: inhibitors of T. brucei phosphoglycerate kinase. P07378. PGK/GAPDH coupled, Kinase-Glo luminescence, 60 min. Potency, µM (highest dose often 57.5 µM), for the others: top-dose activity change, negative = inhibition, actives largely listed as inhibitors. 380,000 compounds, 0.043% hits; further: potency means the concentration at half of the fitted maximal effect; on the % scale 0 is the no-effect control and ±100 the full control effect; nearly all actives have a fitted effect of over 60% in size
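Luminescent ATP detection (Kinase-Glo Plus) follows a 60-minute room-temperature incubation, with wells lacking PGK as controls. Buffer: 100 mM TEA (pH 7.6), 5 mM MgCl2, 0.01% Tween-20. Coupling enzyme GAPDH (100 nM final) supplies unstable 1,3-BPG in-well.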
POLH inh: blocks human DNA polymerase eta activity; Potency, µM (top dose mostly 114 µM), inactives show at the top dose activity change, negative = inhibition, usual class: inhibitors; Q9Y253; recombinant Pol eta, fluorescent DNA replication assay; 390,000 compounds, 1.2% hits; further: potency means the concentration at half of the fitted maximal effect; on the % scale 0 is the no-effect control and ±100 the full control effect
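Pol eta (10 nM) was preincubated with compounds for 15 min at room temperature, after which fluorescent replication substrate (50 nM final) was added to start the reaction. Fluorescence was read kinetically at 0 and 10 min.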
BAZ2B inh: BAZ2B (human) inhibition; AlphaScreen BAZ2B-H3K14Ac peptide displacement; Q9UIF8; Potency, µM (highest dose often 114 µM), for the others: at the highest dose activity change, negative = inhibition, usual class: inhibitors; 360,000 compounds, 4.4% hits; further: potency means the concentration at half of the fitted maximal effect; on the % scale 0 is the no-effect control and ±100 the full control effect; nearly all actives have a fitted effect of over 60% in size
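Compounds, titrated to a top concentration of 110 uM, were incubated 30 min at room temperature with preformed BAZ2B/acetyl-K14 H3 peptide complex (50 nM each). Proximity signal was measured by AlphaScreen after 20 min with beads.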
PI4K2A inh: inhibitors of human PI4K2A. Q9BTU6. activity change, negative = inhibition, % at 76.9 µM. AID 1346378. 420,000 compounds, 0.13% hits. purified PI4K2A, ADP-Glo luminescence, 1 h; stronger effect = lower value; in the data active means activity change below about -50%; inconclusive means mostly about -30% to -49%;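 further: -100% = wells without enzyme as full effect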
Target sequence (Q9BTU6 whole entry, looked up): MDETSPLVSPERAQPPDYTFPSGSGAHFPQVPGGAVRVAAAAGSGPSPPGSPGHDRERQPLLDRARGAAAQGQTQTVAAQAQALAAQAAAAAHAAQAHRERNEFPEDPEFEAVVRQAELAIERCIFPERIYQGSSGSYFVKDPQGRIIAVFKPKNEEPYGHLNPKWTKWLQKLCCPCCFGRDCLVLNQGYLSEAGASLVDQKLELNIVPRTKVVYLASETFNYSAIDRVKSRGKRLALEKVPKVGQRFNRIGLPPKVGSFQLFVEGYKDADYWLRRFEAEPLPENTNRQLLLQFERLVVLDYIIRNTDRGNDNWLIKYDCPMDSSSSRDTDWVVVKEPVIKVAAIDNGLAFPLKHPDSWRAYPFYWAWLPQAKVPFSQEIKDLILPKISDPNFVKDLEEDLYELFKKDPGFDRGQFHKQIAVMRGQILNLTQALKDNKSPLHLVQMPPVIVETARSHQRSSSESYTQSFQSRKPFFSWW
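Compounds are screened against recombinant PI4K2A using PI as substrate and ATP, the latter dispensed at 300 microM. Reactions run one hour at ambient temperature before ADP-Glo detection; full inhibition defined by wells lacking enzyme.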
GLS inh: glutaminase GLS (human) inhibition | GLS enzymatic activity, qHTS titration | Potency, µM (top dose mostly 45.5 µM), for the others: top-dose activity change, negative = inhibition, usual class: inhibitors | 410,000 compounds, 0.21% hits | AID 624170; further: potency means the concentration at half of the fitted maximal effect; on the % scale 0 is the no-effect control and ±100 the full control effect
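Glutamate formation by hKGA was monitored fluorometrically using coupled glutamate oxidase, HRP and Amplex Red. Substrate was added as 1 mM L-glutamine solution; incubation was 30 min at RT after an initial read.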
G9a block: blocks human histone lysine methyltransferase G9a | AID 504332 | G9a H3K9 monomethylation, AlphaScreen, 2 h | Q96KQ7 | 350,000 compounds, 8.8% hits | Potency, µM (doses to about 102 µM), for inactives: top-dose activity, negative = inhibition, actives largely listed as inhibitors; further: potency means the concentration at half of the fitted maximal effect; on the % scale 0 is the no-effect control and ±100 the full control effect; nearly all actives have a fitted effect of over 75% in size
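AlphaScreen detection with an anti-monomethyl H3K9 antibody quantified product after a 2 h room-temperature reaction containing 500 nM biotinylated H3K9 peptide, 20 µM SAM and 20 nM enzyme, which had been preincubated 15 min with compound.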
Pin1 inhibitor: blocks the human prolyl isomerase Pin1. Q13526. 390,000 compounds, 0.009% hits. Potency, µM (doses to about 115 µM), for inactives: top-dose activity, negative = inhibition, most hits filed as inhibitors. Pin1 FP peptide displacement, HiFluor488, 10 min; active means well fitted inhibition curve with a large enough effect in the polarisation, with a control signal flat, not every such curve was filed as active; inconclusive means small, poorly fitted or top-dose-only effect, or effect the other way, or a change in a side signal; inactive means no such curve, though single readings can be large or run the other way; the % refers to the polarisation; further: potency means the concentration at half of the fitted maximal effect; on the % scale 0 is the no-effect control and ±100 the full control effect
Target sequence (Q13526 whole entry, looked up): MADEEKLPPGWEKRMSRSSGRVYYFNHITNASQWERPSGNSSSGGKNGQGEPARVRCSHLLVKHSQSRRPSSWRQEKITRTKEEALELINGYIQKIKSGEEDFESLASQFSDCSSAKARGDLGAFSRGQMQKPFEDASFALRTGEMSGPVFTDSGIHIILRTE
The depositor's hits bear a star; i = inactive; ? = inconclusive; . = not tested or not shown; & = joins results of further samples; [ ] = dose if it differs, or a comment. Unless noted, the call rests on the fitted dose curve; in most records, active means well fitted curve in the direction sought with a large enough effect; inconclusive means small, poorly fitted or top-dose-only effect, or another doubt; inactive means no such curve, though single readings can be large; an effect the other way counts as inactive or inconclusive. This is a subset (hit frequency here may not be typical).

SMILES	HP1b binding inh	JMJD2A Tudor	PGK inhibitor	POLH inh	BAZ2B inh	PI4K2A inh	GLS inh	G9a block	Pin1 inhibitor
CC(C)CC(=O)N/N=C/c1c(N)n(C)c(=O)n(C)c1=O	29%	-6%	4%	-3%	2%	-6	2%	.	5%
Cc1ccc(C)c(CSc2nnc3[nH]c(=O)cc(-c4ccccc4)n23)c1	40%[activator]	-16%	-2%	16%	3%	-3	5%	0%[59 µM]	-3%
O=C(CCCCCN1C(=O)c2ccccc2C1=O)Nc1ccccc1	9%	-11%	6%	0%	-5%	6	8%	-11%	3%
COc1cccc(N(CC(=O)NCc2ccccc2)C(=O)CCC(=O)Nc2nccs2)c1	21%	-11%	1%	0%	2%	-9	-2%	2%[59 µM]	3%
Cc1cccc(OCCSc2nc3ccc(NC(=O)COc4ccccc4)cc3s2)c1	50%[activator]	-14%	i	-9%	?	-7	-13%	5%[59 µM]	2%
CN(C)CC(=O)Nc1ccc(S(N)(=O)=O)cc1	-4%	14µM*	-8%	-4%	-2%	5	1%	24%	0%
Cn1cc(Cl)c(-c2n[nH]c(=S)n2-c2ccccc2)n1	36%	6.3µM*	0%	-16%	-1%	2	-4%	8.9µM*	-4%
O=C(Cc1ccc(Cl)cc1)Nc1nc2ccccc2[nH]1	28%	-30%	i	4%	8%	-4	4%	-3%[12.7 µM]	5%
COc1cccc(C(=O)CSc2nnc(-c3cccs3)o2)c1	15%	-22%	-6%	13%	7%	-1	2%	-14%[59 µM]	0%
O=C(CNC(=O)c1ccco1)Nc1cccc(Cl)c1	42%[activator]	-5%	-6%	5%	-3%	2	0%	-10%	-1%
Cc1ccc2nc(N3CCC(C(=O)N4CCN(c5cccc(C)c5C)CC4)CC3)[nH]c2c1	4%[57 µM]	?	-8%	-6%	-39%	-5	5%	-1%[59 µM]	-6%
Cc1nnc(NC(=O)CSc2nc3ccccc3o2)s1	7%	-17%	-2%	-9%	10%	-3	2%	8%[59 µM]	1%
CCn1c(CCC(N)=O)nnc1SCC(=O)c1cc(C)n(C2CC2)c1C	28%	-14%	i	-16%	-7%	-53*	-6%	13%[12.7 µM]	1%
CCCCn1c(=O)c(F)cn(Cc2ccc(OC)c([N+](=O)[O-])c2)c1=O	37%	-6%	-5%	-16%	3%	8	-1%	19%[59 µM]	1%
Cc1nnsc1Sc1ccccc1C(=O)O	8%	-10%	-3%	8%	-19%	1	3%	?	-4%
O=C1NC(=O)/C(=C\c2ccc(O)cc2O)S1	?	20µM*	3%	2.8µM*	28µM*	-6	?	18µM*	?
CC1CCCCC1NC(=O)Cn1[nH]c(=O)c2ccccc2c1=O (stereo not given)	25%	-7%	6%	5%	.	-5	2%	-12%[59 µM]	-2%
COc1ccc(Oc2nc(-c3cccnc3)nc3ccccc23)cc1	29%	-7%	0%	-16%	-2%	7	-25%	4%	-2%
O=Cc1cnc(N2CCCCC2)s1	25%	-14%	3%	-12%	-2%	-4	-2%	6%	-1%
COc1cc(-c2nnc(SCc3c(F)cccc3Cl)o2)cc(OC)c1OC	86%[activator]	8%	i	-21%	12%	5	-1%	30%[59 µM]	17%
CCOC(=O)C1CCN(C(c2ccc(C)cc2)c2sc3nc(-c4ccco4)nn3c2O)CC1 (stereo not given)	3%	-20%	-1%	-13%	-28%	51	10%	-31%[59 µM]	-10%
Cc1ccc(N(CC(=O)NC2CCCC2)C(=O)CCCC(=O)Nc2ccccn2)cc1C	44%[activator]	11%	2%	3%	-4%	9	12%	12%[12.7 µM]	-2%
COC(=O)c1c(NC(=O)c2ccc(Br)s2)sc2c1CCC2	104%[activator]	33%[activator]	i	-14%	31%	-1	-3%	71%[activator][59 µM]	14%
Cc1cccc(C)c1NC(=O)c1cn(-c2ccccc2)nc1-c1ccccc1	34%	-17%	i	-18%	9%	-2	-2%	-5%[59 µM]	1%
CCCn1c(=N)n(CC(=O)c2cccs2)c2ccccc21	20%	-28%	-3%	6%	9%	-1	8%	13%[12.7 µM]	10%
CCCn1c(/C=N/Nc2nc3ccccc3[nH]2)nc2ccccc21	-17%	-34%	4%	?	?	-2	12%	12%[59 µM]	23%
COC(=O)C1CC2=C(CCCC2=O)N(Cc2ccccc2)C1=O (stereo not given)	6%	-9%	-8%	-9%	.	7	-6%	.	-1%
Cc1cccc(NC(=O)CSc2nc3c(c(=O)[nH]2)CN(Cc2ccc4c(c2)OCO4)CC3)c1C	34%	0%	-17%	?	-1%	-1	-4%	-44%[59 µM]	16%
COC(=O)c1c(O)ccc(Oc2ccccc2)c1C(=O)OC	73%[activator]	4%	i	-16%	21%	-5	23%	18%[12.7 µM]	-7%
O=C1CC(N2CCN(CCc3ccccn3)CC2)C(=O)N1c1ccc(Cl)cc1 (stereo not given)	49%[activator]	-31%	10%	1%	2%	1	16%	10%[0.0925 µM]	-10%
COc1ccc(S(=O)(=O)Nc2nc3ccccc3s2)cc1OC	34%	-9%	.	-3%	-27%	-8	14%	?	-3%
COc1cccc(NC(=O)CN(C)C(=O)c2cn(-c3ccccc3)nc2-c2cccnc2)c1	32%	-3%	-2%	-4%	-4%	12	1%	-17%[59 µM]	1%
CC(Oc1ccccc1Cl)C(=O)Nc1ccc(S(=O)(=O)N2CCN(C)CC2)cc1 (stereo not given)	-16%[57 µM]	50µM*	6%	5%	.	?	-8%	.	?
C[C@@H]1CN([C@@H](C)CO)C(=O)CCCn2nncc2CO[C@H]1CN(C)Cc1ccc2cccnc2c1	.	.	-2%	-17%	.	5	-6%	.	.
Cc1cc(C)cc(NC(=O)c2nnn(Cc3cccc(Br)c3)c2N)c1	30%	-13%	4%	-5%	-3%	1	2%	5%[59 µM]	12%
CC1=C(C(=O)OCc2ccccc2)C(c2ccco2)n2ncnc2N1 (stereo not given)	62%[activator]	-8%	-2%	-26%	10%	-1	6%	-34%	3%
c1ccc(COc2ncnc3c2ncn3CCCNCC2CCCO2)cc1 (stereo not given)	22%	-12%	-8%	7%	.	-2	-2%	.	4%
Cc1ccccc1S(=O)(=O)Cc1ccc(C(=O)NCCc2ccccc2)o1	29%&63%	-34%&-12%	-9%&-6%	-21%&-11%	-1%	8&-5	2%&-2%	17%	2%&-1%
COc1ccc(OC)c(S(=O)(=O)N2CCCCC2C(=O)O)c1 (stereo not given)	29%	-12%	i	-6%	14%	-2	-5%	?	-3%
CCCCCCSc1nc(N)c2c3c(sc2n1)CCCC3C (stereo not given)	97%[activator]	43%[activator]	.	.	14%	4	1%	12%[59 µM]	?

Complete entries as entered above:
Cc1ccccc1S(=O)(=O)Cc1ccc(C(=O)NCCc2ccccc2)o1 is listed as HP1b binding inh = 29%&63%; JMJD2A Tudor = -34%&-12%; PGK inhibitor = -9%&-6%; POLH inh = -21%&-11%; BAZ2B inh = -1%; PI4K2A inh = 8&-5; GLS inh = 2%&-2%; G9a block = 17%; Pin1 inhibitor = 2%&-1%
C[C@@H]1CN([C@@H](C)CO)C(=O)CCCn2nncc2CO[C@H]1CN(C)Cc1ccc2cccnc2c1 is listed as HP1b binding inh = .; JMJD2A Tudor = .; PGK inhibitor = -2%; POLH inh = -17%; BAZ2B inh = .; PI4K2A inh = 5; GLS inh = -6%; G9a block = .; Pin1 inhibitor = .

New compounds follow:
SMILES	HP1b binding inh	JMJD2A Tudor	PGK inhibitor	POLH inh	BAZ2B inh	PI4K2A inh	GLS inh	G9a block	Pin1 inhibitor
COc1cccc(CC2(CO)CCN(Cc3cnc(N4CCOCC4)s3)CC2)c1	25%	-20%	-1%	-4%	-18%	0	10%	-6%	0%
CNC(=S)N(Cc1ccc(OC)cc1)Cc1cc2ccc(C)cc2[nH]c1=O	?	-14%[11.4 µM]	7%	-6%	-16%	0	-11%	-3%	-3%
CCCCN1c2ccccc2N(CCCO)c2cc(C)nnc21	0%	-23%	i	1%	-4%	2	7%	-37%[59 µM]	-3%
O=C(c1ccccc1)N1CCN(C2C3CC4CC(C3)CC2C4)CC1 (stereo not given)	22%	-7%	2%	-17%	13%	1	0%	3%	2%
COc1cccc(C(=O)Nc2nc3c(c(=O)[nH]2)CCCC3)c1	42%[activator]	-2%	3%	9%	8%	-3	0%	-6%[59 µM]	0%
COc1cccc(C(=O)NNC2=C(C(=O)C(F)(F)F)CCC2)c1	25%	-23%	-7%	-16%	-25%	-3	0%	-5%	3%
COc1ccc(NC(=O)N(C)C[C@H]2Oc3ccc(NS(=O)(=O)c4ccc(OC)cc4)cc3C(=O)N([C@H](C)CO)C[C@@H]2C)cc1	22%	-29%	0%	-7%	.	1	5%	.	2%
COc1cc(/C=N/NC(=O)c2cc(-c3c(C)nn(-c4ccccc4)c3C)n[nH]2)ccc1O	12%	-22%	-8%	20µM*	-18%	8	32%[activator]	?	-3%
CCCN(CCO)Cc1cccc(Oc2ccccc2)c1	36%	-18%	-8%	-11%	-30%	6	20%	2%[12.7 µM]	-1%
O=C(Nc1cccc2ccccc12)OC1C=CS(=O)(=O)C1 (stereo not given)	23%	7%	-9%	-6%	-2%	-3	-1%	18%[59 µM]	0%
COc1ccc(Cl)cc1Nc1nc(NCCO)nc(N2CCCC2)n1	26%	1%	5%	-12%	8%	9	3%	?	0%
NC(=O)c1ccc[n+]([C@H]2O[C@@H](COP(=O)([O-])OP(=O)(O)OC[C@H]3O[C@@H](n4cnc5c(N)ncnc54)[C@H](O)[C@@H]3O)[C@H](O)[C@@H]2O)c1	23%	79µM*	?	8%	35µM*	?	-9%	-25%[12.7 µM]	?
COc1ccc(Oc2nc3ccccc3nc2C(F)(F)F)cc1	41%[activator]	21%	-9%	-24%	4%[57.1 µM]	7	-2%	31%[activator]	-19%
COc1cc(NC(=O)c2ccnn2C)c(OC)cc1Cl	11%	1%	6%	2%	-11%	5	-1%	-4%	1%
CCOC(=O)N/N=C/c1ccc(F)cc1F	35%	6%	-5%	-1%	-6%	3	-4%	-5%[59 µM]	?

From PubChem BioAssay
